# tuberculosis growth – growth inhibition of non-replicating M. tuberculosis (AID 488890) | 320,000 compounds, 0.39% hits | inhibition, % at 25 µM; hits with a dose series show IC50 in µM | Mycobacterium tuberculosis non-replicating, growth inhibition; higher % means a stronger effect; in the data active = a potency from the dose series; inconclusive = inhibition mostly from about 82% at the one dose, without a potency; inactive = the rest, 99 in 100 with inhibition below about 76%;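 also: plate controls were DMSO cells for no effect and high antibiotic wells for full effect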
# H1N1 NS1A inhibition – H1N1 influenza NS1A inhibitors, functional cell based assay (AID 504329). one-dose inhibition, % at 12.5 µM; IC50 in µM for titrated hits. NS1A functional cell-based assay, percent inhibition; higher % means a stronger effect. 340,000 compounds, 0.3% hits; in the data active = a potency from the dose series; inconclusive = inhibition above about 27% without an active follow-up result; also: strong numbers were not always called active
# Salmonella PhoP GFP – PhoP regulon inhibitors, Salmonella typhi PhoP promoter GFP reporter, confirmatory (AID 1850). Salmonella Typhi PhoP-promoter GFP reporter, fluorescence, 4 h; higher % means a stronger effect. inhibition, % at 50 µM, or IC50 in µM where a hit was titrated. 310,000 compounds, 0.33% hits; in the data active = a potency from the dose series; inconclusive = inhibition mostly from about 25% at the one dose, without a potency; inactive = the rest, 99 in 100 with inhibition below about 19%;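 also: 0% = induced wells with vehicle and 100% = uninduced wells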
# M. tuberculosis HTS – M. tuberculosis growth inhibition, HTS (AID 449762); M. tuberculosis H37Rv growth inhibition, 7H9 media; higher % means a stronger effect; one-dose inhibition, % at 25 µM; IC50 in µM for titrated hits; 330,000 compounds, 0.59% hits; in the data active = a potency from the dose series; inconclusive = inhibition above about 70% without an active follow-up result;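 also: bacterial growth assessed after seven days of incubation; strong numbers were not always called active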
# VEEV TC-83 Vero – inhibitors of VEEV TC-83 cytopathic effect, confirmation, Vero cells (AID 588727); Vero cells, VEEV TC-83 cytopathic effect inhibition; higher % means a stronger effect; inhibition, % at 20 µM, or IC50 in µM where a hit was titrated; 350,000 compounds, 0.13% hits; in the data active = a potency from the dose series; inconclusive = inhibition mostly from about 14% at the one dose, without a potency; inactive = the rest, 99 in 100 with inhibition below about 12%; also: strong numbers were not always called active
# VEEV TC-83 Vero 10K pilot screen – second read-out of VEEV TC-83 Vero, no call of its own (marks repeat the call); inhibition, %; measured here: 10K pilot screen inhibition
# * hit, by the source's call; i = inactive; ? = inconclusive; . = not tested or not shown.
SMILES,tuberculosis growth,H1N1 NS1A inhibition,Salmonella PhoP GFP,M. tuberculosis HTS,VEEV TC-83 Vero,others
C/C(=N\NC(=O)c1c[nH]c2ccccc12)c1ccc(C)o1,33%,0%,7%,3%,2.5%,
CCCC(=O)OCCNc1cc(Sc2nccn2C)c2nonc2c1[N+](=O)[O-],2.6µM*,0%,-8%,?,i,
CCN(CC)CCN(C(=O)c1ccc2ncsc2c1)c1nc2cc3c(cc2s1)OCO3,-25%,-4%,-10%,-4%,1.1%,
CCC(C)c1ccccc1NC(=O)COc1ccc(-n2cnnn2)cc1 (stereo not given),-2%,5%,.,3%,i,
Nc1ccccc1OCCOc1ccccc1N,-2%,-19%,-15%,1%,0.8%,
O=C(NCc1ccccc1F)Nc1ccc([N+](=O)[O-])cc1,40%,-12%,13%,3%,0.8%,
O=C(Oc1ccc2ccccc2c1)c1ccccc1,29%,9%,-1%,?,0.8%,
Oc1ccc[n+](CCCCC[n+]2cccc(O)c2)c1,0%,-6%,5%,3%,0.8%,
c1ccc2c(c1)nc(NCCN1CCOCC1)c1nncn12,.,-5%,-14%,-9%,1.4%,
O=C(O)C1CCCCC1C(=O)Nc1ccccc1C(=O)N1CCN(c2ccc(F)cc2)CC1 (stereo not given),67%,2%,9%,2%,1.0%,
CC1Cc2ccccc2N1CC(=O)NCc1ccccc1Cl (stereo not given),16%,-7%,-8%,2%,1.3%,
O=C(NC(=S)Nc1ccc(S(=O)(=O)Nc2ncccn2)cc1)c1cccc(Br)c1,33%,8%,0%,6%,1.9%,VEEV TC-83 Vero 10K pilot screen=0.5
COc1ccc(-c2nn(CCC#N)cc2C(=O)Nc2ccccn2)cc1OC,-14%,0%,-1%,-1%,1.9%,
O=c1[nH]c2ccccc2nc1-c1c[nH]c2ccccc12,16%,-49%,-6%,1%,3.3%,
CC(=O)Nc1cccc(N(C)C)c1,-20%,0%,-2%,-12%,i,
CC(=O)Nc1ccc(S(=O)(=O)NC2(C(F)(F)F)C(=O)Nc3c2c(=O)[nH]c(=O)n3Cc2ccco2)cc1 (stereo not given),-11%,2%,0%,1%,0.2%,
COc1ccc(OCc2cccc(C(=O)Nn3cc([N+](=O)[O-])cn3)c2)cc1,?,-2%,7%,9.9µM*,i,
COc1ccc(Cl)cc1NC(=O)CN(C)C(=O)CN1C(=O)NC(C)(c2ccc3ccccc3c2)C1=O (stereo not given),.,-20%,.,.,1.4%,
Cc1ccc(NS(=O)(=O)c2ccc3c(c2)OCCCO3)cc1S(=O)(=O)N1CCOCC1,24%,0%,.,3%,7.6%,
O=C(CNC(=O)c1ccccc1F)Nc1ccccc1C(F)(F)F,2%,2%,4%,3%,i,
Cc1ccc(-c2[nH]nc3c2C(c2cccnc2)C(C#N)=C(N)O3)cc1 (stereo not given),22%,5%,-5%,-10%,1.4%,
CC[C@]12c3[nH]c4ccc(Cl)cc4c3CCN1C(=O)[C@@H](CC(=O)NCCCN(C)C)C[C@@H]2C(=O)N1CCN(C(=O)c2ccco2)CC1,.,-11%,.,.,i,
CCCN1C(=O)c2cc(C(=O)NCc3ccc(OC)cc3)ccc2C1O (stereo not given),-7%,5%,-11%,-6%,0.7%,
CCOC(=O)C1=CN(Cc2cccc(Br)c2)S(=O)(=O)N(CC)C1C (stereo not given),.,17%,.,.,0.0%,
CCN1CCN(S(=O)(=O)c2ccc(Cl)c(C(=O)NCCc3ccccc3)c2)CC1,-5%,-3%,1%,-9%,1.7%,

# Overlap with the part before: three compounds, then new ones.
SMILES,tuberculosis growth,H1N1 NS1A inhibition,Salmonella PhoP GFP,M. tuberculosis HTS,VEEV TC-83 Vero,others
CCCN1C(=O)c2cc(C(=O)NCc3ccc(OC)cc3)ccc2C1O (stereo not given),-7%,5%,-11%,-6%,0.7%,
CCOC(=O)C1=CN(Cc2cccc(Br)c2)S(=O)(=O)N(CC)C1C (stereo not given),.,17%,.,.,0.0%,
CCN1CCN(S(=O)(=O)c2ccc(Cl)c(C(=O)NCCc3ccccc3)c2)CC1,-5%,-3%,1%,-9%,1.7%,
COc1ccc(C(=O)Oc2cc(/C=N/NS(=O)(=O)c3ccccc3)ccc2OC)cc1,-9%,4%,1%,-9%,3.2%,
CCOC(=O)C1(CCOc2ccccc2)CCN(Cc2cnc(C)[nH]2)CC1,9%,7%,4%,-5%,2.4%,
O=C(Nc1cccc(-c2nnco2)c1)c1cccs1,-6%,-1%,-3%,-15%,0.4%,
O=C(OCC(=O)N1CCc2ccccc21)c1nc(Cl)ccc1Cl,77%,-2%,-3%,-4%,0.9%,
COc1cccc(N2CC(C(=O)Oc3ccc4ccccc4c3)CC2=O)c1 (stereo not given),?,2%,-6%,?,3.1%,
Cc1c(Cc2ccccc2)c(=O)oc2cc(OCC(=O)N3CCC(C(N)=O)CC3)ccc12,-14%,-3%,8%,-9%,4.8%,
Cc1ccc(S(=O)(=O)N2CCCOC2CNC(=O)C(=O)NCc2ccco2)cc1 (stereo not given),-1%,2%,-5%,6%,i,
O=C(C1CCN(Cc2nc(Cc3cccc(F)c3)no2)CC1)N1CCOCC1,-7%,7%,5%,-5%,0.7%,
CCc1cccc(CC)c1NC(=S)N1CCn2cccc2C1c1cccnc1 (stereo not given),12%,5%,-4%,1%,0.3%,
COCCn1c(C)cc(C(=O)COc2cccnc2[N+](=O)[O-])c1C,4%,-4%,-2%,-7%,1.9%,
Cc1snnc1C(=O)NC(=S)Nc1ccccc1,50%,-2%,8%,-8%,3.0%,
COc1c(C)cc(C(=O)C2CCCN(C(=O)CCc3scnc3C)C2)cc1C (stereo not given),15%,7%,-2%,7%,i,
O=C(CCC(=O)OCc1cccc([N+](=O)[O-])c1)Nc1ccc(F)cc1,-8%,13%,-5%,-4%,0.0%,VEEV TC-83 Vero 10K pilot screen=1.0
Cc1cc(C(=O)Nc2sc3c(c2C#N)CCC(C)C3)no1 (stereo not given),1%,-2%,2%,8%,3.0%,
NC(=O)NC(=O)CN1C(=O)NC(c2ccccc2)(c2ccccc2)C1=O,0%,8%,2%,-11%,0.4%,
Cc1ccc(CN2CCSc3ccc(C(=O)NCc4cccnc4)cc32)cc1,12%,1%,8%,1%,1.8%,
N[C@@H](CO)c1nnc([C@H](Cc2ccc(O)cc2)NC(=O)C2CCNCC2)o1,-17%,-5%,4%,-1%,i,
COC[C@@H]1NS(=O)(=O)c2ccc(Br)cc2O[C@H]1c1ccccc1,.,-21%,.,.,1.1%,
COc1ccc(S(=O)(=O)NC(C)C(=O)NCc2ccncc2)cc1OC (stereo not given),-12%,-9%,9%,2%,1.3%,
COc1ccc(/C=N/NC(=O)c2ccn[nH]2)cc1CSc1ccccn1,35%,3%,-4%,11%,12%,
O=C(CSc1nnc2ccccn12)Nc1cccc(S(=O)(=O)N2CCOCC2)c1,-20%,22%,-5%,-10%,i,VEEV TC-83 Vero 10K pilot screen=0.7
COC(=O)C1=C(c2ccc(C(C)=O)cc2)C[C@@H]2CC[C@H]1N2C(=O)N1CCOCC1,15%,-2%,.,-8%,1.1%,
CCOC(=O)CSc1nc2ccsc2c(=O)[nH]1,-4%,0%,4%,-3%,1.3%,
Nc1ccn(-c2ccc(Cl)cc2)c(=O)c1,35%,4%,1%,-4%,1.1%,
O=C(Nc1ccc(F)cc1)c1ccccc1S(=O)(=O)c1ccccc1[N+](=O)[O-],-4%,-10%,-7%,10%,0.7%,

# Entries from the list above that have bromine:
SMILES,tuberculosis growth,H1N1 NS1A inhibition,Salmonella PhoP GFP,M. tuberculosis HTS,VEEV TC-83 Vero,others
O=C(NC(=S)Nc1ccc(S(=O)(=O)Nc2ncccn2)cc1)c1cccc(Br)c1,33%,8%,0%,6%,1.9%,VEEV TC-83 Vero 10K pilot screen=0.5
CCOC(=O)C1=CN(Cc2cccc(Br)c2)S(=O)(=O)N(CC)C1C (stereo not given),.,17%,.,.,0.0%,
COC[C@@H]1NS(=O)(=O)c2ccc(Br)cc2O[C@H]1c1ccccc1,.,-21%,.,.,1.1%,

# The listing picks up, starting three compounds before the break.
SMILES,tuberculosis growth,H1N1 NS1A inhibition,Salmonella PhoP GFP,M. tuberculosis HTS,VEEV TC-83 Vero,others
CCOC(=O)CSc1nc2ccsc2c(=O)[nH]1,-4%,0%,4%,-3%,1.3%,
Nc1ccn(-c2ccc(Cl)cc2)c(=O)c1,35%,4%,1%,-4%,1.1%,
O=C(Nc1ccc(F)cc1)c1ccccc1S(=O)(=O)c1ccccc1[N+](=O)[O-],-4%,-10%,-7%,10%,0.7%,
Cc1[nH]c2ccc(C(=O)N3CCN(Cc4ccccc4)CC3)cc2c1C,11%,-5%,0%,8%,1.3%,
CCOC(=O)C1=CNS(=O)(=O)NC1c1ccc(OC(C)=O)cc1 (stereo not given),.,3%,.,.,i,
CCCCOP(=O)(OCCCC)C(O)c1ccc(N(C)C)cc1 (stereo not given),38%,-19%,7%,-3%,6.3%,
CC(C)CC(=O)NC(=S)Nc1ccc(N2CCCC2)c(Cl)c1,?,.,3%,10%,i,
Cc1ccc(C)c(OCCC(=O)OCC(=O)NC(=O)NC2CCCCC2)c1,61%,-16%,.,2%,3.5%,
CCOc1ccc(NS(=O)(=O)c2ccc(C(=O)NCCCN3CCCC3=O)cc2)cc1,-4%,-4%,-6%,-18%,8.6%,
COc1ccc(S(=O)(=O)n2cnc3cc(C)c(C)cc32)cc1,-4%,1%,5%,-6%,1.4%,
NC(=O)C1CCN(c2nc(-c3ccccc3N)cs2)CC1,-10%,5%,.,6%,0.6%,
COc1ccc(C2/C=C\CN(C(=O)OCc3ccccc3)CC(=O)N2Cc2ccc(F)cc2)cc1 (stereo not given),-1%,-9%,1%,1%,i,
Cc1ccc(S(=O)(=O)N2CCN(Cc3cc(=O)n4ccccc4n3)CC2)c(C)c1,-5%,-1%,.,2%,5.2%,
COc1cc2[nH]c(=S)n(Cc3cccs3)c(=O)c2cc1OC,-2%,-3%,-11%,6%,11%,
COCCCNC(=S)N/N=C/c1ccc(N(C)C)cc1Cl,5%,1%,5%,0%,0.2%,
CN1C(=O)/C(=C/c2cn(CC(=O)N3CCCCC3)c3ccccc23)NC1=S,1%,-15%,-7%,-10%,i,
C/C=C(\C)C(=O)N[C@@H](c1ccccc1)[C@@H](O)C(=O)O[C@H]1C[C@@]2(O)[C@@H](OC(=O)c3ccccc3)C3[C@](C)(C(=O)[C@H](OC(C)=O)C(=C1C)C2(C)C)[C@@H](O)C[C@H]1OC[C@@]31OC(C)=O (stereo not given in full),72%,.,-8%,-6%,.,
COc1ccc(NC2=CC(=S)NC(C)(C)C2)cc1,27%,6%,8%,21%,0.2%,
CCOc1ccc(C(=O)Nc2cccc(-c3ccc(N4CCOCC4)nn3)c2)cc1OCC,-4%,-9%,3%,41%,9.4%,
CCOC(=O)c1c(NC(=O)CN2CCN(C(=O)c3ccco3)CC2)sc(C)c1C,31%,-5%,-6%,-1%,6.8%,
COc1c2c(c(OC)c3c1c(=O)c1ccccc1n3C)OCO2,.,2%,.,.,1.6%,
COc1ccc(C(=O)NCC(=O)N2CCc3ccccc3C2)cc1,2%,1%,-4%,-4%,0.9%,
C/C(=N\N1CCN(C2c3ccccc3-c3ccccc32)CC1)c1ccncc1,22%,6%,0%,9%,2.6%,
Cc1cc(C)nc(NS(=O)(=O)c2ccc(NC(=O)c3cc(-c4ccccc4)nc4ccccc34)cc2)n1,-1%,-3%,-5%,-1%,3.3%,
CC1(C)CC(NC(=O)COc2ccccc2Cl)CC(C)(C)N1,-20%,-3%,0%,8%,i,VEEV TC-83 Vero 10K pilot screen=0.1
CC(C)N(Cc1ccccc1)C(=O)CN1C(=O)NC2(CCCCCC2)C1=O,21%,-7%,.,-6%,2.5%,
CCN1CCN(C(=O)c2ccc3c(c2)N(Cc2ccccc2)C(=O)c2ccccc2S3=O)CC1 (stereo not given),14%,3%,6%,-2%,i,VEEV TC-83 Vero 10K pilot screen=0.0

# Screening data deposited in PubChem by Southern Research Specialized Biocontainment Screening Center.
